Source: PubChem BioAssay
cardiac RTF act = increases calcium sensitivity of human cardiac regulated thin filaments. P19429+P45379. IANBD-labeled TnC RTF fluorescence at EC20 calcium; 0% EC20 calcium, 100% full calcium. activation, % at 7.2 µM. actives 0.24% (n = 340,000). AID 493008;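 active means activation above the mean over all tested compounds plus 3 SD, cut at about 30% in these data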;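 further: rise in fluorescence read as greater calcium sensitivity of cardiac thin filaments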
CDK5 inh = CDK5/p35 (human) kinase inhibition; Q00535+Q15078; Recombinant CDK5/p35, ADP-Glo luminescence, 60 min; inhibition, % at 10 µM; actives 0.01% (n = 330,000);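 active means highest replicate inhibition of at least 50% and at least 75% of replicates reaching 50%; inconclusive means only one of the two criteria met; inactive means both criteria failed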;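 further: plate controls were DMSO neutral control for no effect and GW8510 at 10 µM for full effect; many of its hits are not listed in these tables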
LANA DNA inh = blocks KSHV LANA C-terminal domain binding to DNA; MBP-C-LANA/FAM-LBS DNA binding, fluorescence polarization; inhibition, % at 9 µM; actives 0.078% (n = 340,000);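 active means highest replicate inhibition at or above 60% at 9 µM, even if other replicates fall short; inactive means all replicates below 60% inhibition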;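 further: 0% = neutral control wells and 100% = 4 µM acridine orange control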
Mot1-301 SUMO = SUMOylation pathway inhibition by Mot1-301 growth rescue; actives 1% (n = 320,000); S. cerevisiae Mot1-301 growth rescue, ATP luminescence, 38.5C; percent above DMSO median, 100 means doubled; growth rescue, % at 18.8 µM;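 active means every valid replicate shows activation above 250% relative to neutral control wells; inactive means the rest, any valid replicate at or below 250%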;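 further: OY570 slx delta 5 strain wells were the positive control but not used for scaling; some compounds called inactive have numbers as strong as hits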
Keap1-Nrf2 PPI = inhibitors of human Keap1-Nrf2 protein-protein interaction. Q14145. Keap1 Kelch-Nrf2 peptide fluorescence polarization, 1536-well. inhibition, % at 9.4 µM. actives 0.15% (n = 340,000); in the data active means inhibition above about 12%; inconclusive means no clear call, values can overlap the other calls; inactive means below about 7.3%;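 further: human Keap1 Kelch domain with fluorescein labeled Nrf2 9mer peptide probe; 0% = neutral control wells and 100% = peptide positive control; higher means more block of Keap1 binding to Nrf2 peptide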
RTF Ca sens inh = cardiac RTF calcium desensitization; P19429+P45379; IANBD-labeled cardiac RTF, Ca2+ fluorescence; inhibition, % at 7.15 µM; actives 0.12% (n = 340,000); AID 493244;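 active means inhibition above the mean inhibition of all tested compounds plus 3 SD, cut at about 17% in these data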;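 further: assay run at fixed EC70 calcium of 1.6 mM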
PfHsp90 yeast 2 = growth inhibition of yeast expressing Plasmodium Hsp90 | inhibition, % at 9.4 µM | actives 0.32% (n = 310,000) | S. cerevisiae expressing PfHsp90, BacTiter-Glo ATP, 48 h; yeast lacking PDR1 and PDR3 efflux regulators;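 active means every replicate shows inhibition above about 80%, whatever the replicate mean, limit read from the data; inconclusive means mean inhibition reaches the set limit but some replicate falls short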;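 further: 0% = DMSO neutral controls and 100% = 20 µM radicicol positive controls; yeast relying on Plasmodium falciparum Hsp90 in place of its own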
dFosB activator = activators of mouse delta FosB homodimer; activation, % at 25 µM; purified delta FosB, TAMRA-CDK5 oligo fluorescence polarization; percent of positive-control signal above neutral wells; actives 0.99% (n = 340,000); P13346;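 active means mean activation above about 17%, with every replicate also reaching it, limit read from the data, passing the limit was not always enough; inconclusive means only one of the two conditions met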;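 further: fluorescence polarization rise as delta FosB binds a TAMRA Cdk5 AP-1 oligo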
Rtt109 Vps75 = blocks Candida albicans Rtt109/Vps75 acetyltransferase activity; purified Rtt109/Vps75, ThioGlo CoA-SH fluorescence, 4 h; Q5AAJ8; inhibition, % at 34.9 µM; actives 0.16% (n = 330,000);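 active means inhibition of at least 50% in every replicate; inconclusive means best replicate reaches 50% inhibition but some replicates fall short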
PvdQ acylase = P. aeruginosa PvdQ acylase inhibition. AID 488965. actives 0.063% (n = 340,000). purified PvdQ acylase, fluorescence plate reader. inhibition, % at 10 µM; in the data active means inhibition above about 30%, passing the limit was not always enough; inconclusive means no clear call, values can overlap the other calls;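 further: 0% = vehicle neutral wells and 100% = reference inhibitor wells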
NSD2 HMT inh = blocks human histone methyltransferase NSD2; O96028; NSD2 peptide methylation, AlphaScreen, 120 min; inhibition, % at 12.5 µM; actives 0.54% (n = 310,000); AID 743445; in the data active means inhibition above about 50%
Target sequence (O96028 whole entry, looked up): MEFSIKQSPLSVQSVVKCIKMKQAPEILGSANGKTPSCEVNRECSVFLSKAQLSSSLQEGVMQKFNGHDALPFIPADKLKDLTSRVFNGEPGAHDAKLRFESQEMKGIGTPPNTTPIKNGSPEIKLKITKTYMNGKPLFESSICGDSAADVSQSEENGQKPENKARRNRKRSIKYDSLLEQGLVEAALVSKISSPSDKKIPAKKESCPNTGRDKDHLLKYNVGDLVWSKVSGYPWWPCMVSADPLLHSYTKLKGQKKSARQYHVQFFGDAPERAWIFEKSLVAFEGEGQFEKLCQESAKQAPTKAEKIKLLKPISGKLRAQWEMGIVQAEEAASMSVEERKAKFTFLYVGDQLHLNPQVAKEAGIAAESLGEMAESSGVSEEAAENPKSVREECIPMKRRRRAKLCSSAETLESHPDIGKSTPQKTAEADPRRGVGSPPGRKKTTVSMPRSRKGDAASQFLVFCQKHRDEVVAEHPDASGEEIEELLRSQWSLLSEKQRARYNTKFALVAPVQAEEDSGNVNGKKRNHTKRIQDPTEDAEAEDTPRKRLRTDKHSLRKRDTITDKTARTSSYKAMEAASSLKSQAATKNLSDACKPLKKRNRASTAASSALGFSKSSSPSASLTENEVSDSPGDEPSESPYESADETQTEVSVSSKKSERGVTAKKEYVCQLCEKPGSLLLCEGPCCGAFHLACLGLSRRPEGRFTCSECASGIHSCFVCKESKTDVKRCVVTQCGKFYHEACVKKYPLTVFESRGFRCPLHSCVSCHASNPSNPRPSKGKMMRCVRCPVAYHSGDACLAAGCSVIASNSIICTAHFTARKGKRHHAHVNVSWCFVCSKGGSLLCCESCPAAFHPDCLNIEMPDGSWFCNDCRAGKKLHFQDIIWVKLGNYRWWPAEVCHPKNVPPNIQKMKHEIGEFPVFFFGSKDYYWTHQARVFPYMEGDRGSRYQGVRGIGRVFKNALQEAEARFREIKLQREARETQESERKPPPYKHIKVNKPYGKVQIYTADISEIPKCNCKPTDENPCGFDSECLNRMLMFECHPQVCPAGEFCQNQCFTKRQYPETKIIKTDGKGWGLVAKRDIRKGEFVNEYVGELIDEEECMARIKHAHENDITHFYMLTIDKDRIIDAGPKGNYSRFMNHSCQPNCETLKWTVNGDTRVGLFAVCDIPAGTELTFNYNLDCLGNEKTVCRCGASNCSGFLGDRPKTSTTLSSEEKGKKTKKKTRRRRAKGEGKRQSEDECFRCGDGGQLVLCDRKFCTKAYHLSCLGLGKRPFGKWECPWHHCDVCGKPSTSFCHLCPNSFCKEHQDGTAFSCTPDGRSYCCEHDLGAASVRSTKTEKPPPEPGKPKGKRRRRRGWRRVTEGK
Numbers without * were called inactive; ? = inconclusive; / = not tested or not shown. Outcome played no part in choosing rows; any-hit rate near 3.2%.

SMILES | cardiac RTF act | CDK5 inh | LANA DNA inh | Mot1-301 SUMO | Keap1-Nrf2 PPI | RTF Ca sens inh | PfHsp90 yeast 2 | dFosB activator | Rtt109 Vps75 | PvdQ acylase | NSD2 HMT inh
COC(=O)c1ccccc1NC(=O)/C=N/O | -3 | 0.1 | 0.0 | 7 | -3 | 2 | 3 | -4 | -6 | -5 | /
COc1cc(OC)c2c(C)c(Cl)c(=O)oc2c1 | 2 | -1.8 | -0.7 | 72 | -1 | -3 | 6 | -9 | 1 | -28 | -5
Cc1ccc(/C=N/NC(=O)CN(Cc2ccccc2)S(=O)(=O)c2ccc3c(c2)OCCO3)cc1 | -4 | 2.4 | 0.6 | 247 | -4 | -2 | 4 | -7 | 12 | 4 | -3
CCOc1ccc(NS(=O)(=O)c2ccc(C(=O)NCC3(N4CCCCC4)CCCCC3)cc2)cc1 | -1 | 3.1 | 0.9 | 27 | -3 | -8 | -5 | -15 | 8 | -7 | 2
CCN1C(=O)/C(=C\c2ccncc2)SC1=Nc1ccc(C)c(C)c1 | -13 | 1.3 | -1.7 | -23 | 0 | -3 | -27 | -3 | -3 | -13 | 4
COc1ccc2c(c1OC)C(=O)N1N=C(c3ccc(Br)cc3)CC21 (centres undefined) | 2 | 0.7 | 0.6 | 10 | -3 | -11 | 21 | 4 | -3 | -16 | /
Cc1onc(-c2c(F)cccc2Cl)c1C(=O)c1ccccc1 | 3 | -0.9 | -0.2 | -6 | -3 | -6 | -9 | 3 | -1 | 7 | 7
Cc1cccc(NC(=O)C2CCN(C(=O)c3ccc(F)cc3)CC2)n1 | 1 | 0.4 | 0.6 | -3 | -3 | -4 | / | 0 | -7 | 4 | -1
CCOc1ccc(OCCSc2ccc(S(=O)(=O)N3CCN(C)CC3)cn2)cc1 | 4 | -1.5 | -0.3 | 295* | 5 | 1 | -1 | 9 | -7 | -8 | 8
NC(=O)C1CCN(C(=O)CCC(=O)c2cccs2)CC1 | -3 | 1.7 | 1.3 | 54 | -3 | -4 | 16 | 2 | 19 | 11 | -1
O=C(COC(=O)Cc1ccc(S(=O)(=O)N2CCOCC2)s1)Nc1ccc2c(c1)OCO2 | 2 | -0.4 | 0.7 | -2 | -2 | 1 | 3 | -4 | 2 | -16 | -3
CCn1ccc(C(=O)NCc2ccc3c(c2)OCO3)n1 | 0 | -1.5 | 0.3 | -4 | 7 | -1 | -1 | 2 | -5 | -2 | -2
CCc1ccc(NC(=O)CSc2nc(CSc3ccc(C)cc3)cc(=O)[nH]2)cc1 | -3 | -0.6 | 1.8 | -15 | -1 | -11 | 0 | -9 | / | 2 | 0
COc1ccc(-c2sc3ccccc3c2-c2ccc(OCCN(C)C)cc2)cc1 | -2 | 1.4 | -1.5 | 24 | 0 | -14 | 41 | 25* | -1 | -14 | /
Cc1ccc(S(=O)(=O)NCCN2CCOCC2)s1 | -3 | -1.1 | -2.4 | 17 | -1 | -9 | -2 | 3 | -5 | -7 | -3
COc1cc2c(cc1OC)CN(C(=O)c1cc(S(=O)(=O)N3CCOCC3)c(Cl)cc1Cl)CC2 | 5 | 0.9 | -0.6 | 7 | -5 | -7 | -10 | -13 | 11 | -15 | 2
O=C(NC(=S)NCCC1=CCCCC1)c1cccnc1 | 7 | 1.4 | -1.2 | 17 | -5 | -6 | 4 | -5 | 9 | -9 | -2
Cc1ccc(CN2CCN(/N=C/c3ccc(O)c(O)c3)CC2)cc1 | 0 | -1.5 | 5.0 | -5 | -1 | -9 | 2 | -15 | 0 | -3 | 8
COC(=O)c1ccc(CSc2nc3c(cnn3-c3ccc(C)c(C)c3)c(=O)[nH]2)o1 | -5 | 0.0 | -1.4 | -4 | -4 | 2 | -5 | 0 | 4 | -7 | 0
O=S(=O)(c1cccc(-c2cn3cccnc3n2)c1)N1CCCCCC1 | 3 | 0.8 | 0.2 | 7 | 0 | 5 | -11 | 2 | 4 | -10 | 0
Cc1ccc(C(=O)NS(=O)(=O)c2ccc(C)cc2)cc1 | -6 | 0.0 | -0.7 | 76 | -2 | 0 | 1 | -1 | 3 | -8 | -4
C=CCn1c(C)nnc1SCC(=O)Nc1ccc2c(c1)OCCO2 | -8 | 0.7 | -0.7 | 13 | 3 | -19 | / | -7 | -3 | 0 | 0
COC(=O)c1[nH]c2c(c1C)C(=O)CC(c1cccc(OC)c1)C2 (centres undefined) | -7 | -2.6 | 2.3 | 3 | -5 | -4 | -19 | -3 | -3 | -16 | -1
CC(C)[C@H](NC(=O)c1ccccc1)C(=O)OCC(=O)NCCC1=CCCCC1 | 1 | 1.1 | 4.0 | -6 | -2 | 10 | 28 | -11 | 8 | -12 | 2
COc1ccc(C(=O)NCCNC(=O)c2ccc(C)nc2)cc1 | 4 | -0.1 | -0.4 | -14 | 1 | -11 | 18 | -1 | 2 | -16 | -6
CCN1CCN(CC(=O)c2ccc(OC)cc2)CC1 | 3 | -2.3 | 0.1 | -3 | 0 | 1 | 19 | -6 | 7 | -14 | 13
CCOC(=O)N1CCC(NC(=O)c2cc(COc3c(C)cccc3C)on2)CC1 | -3 | 0.3 | 1.2 | 8 | 0 | -8 | -56 | -23 | -15 | -5 | -2
CCCCNC(=O)c1onc(CSc2ccccn2)c1C(=O)NCCCC | 6 | 3.2 | 0.7 | 0 | 0 | -1 | 10 | 4 | -4 | -3 | /
Cc1ccccc1Nc1nc(CSc2nnc(-c3ccoc3C)n2C)cs1 | 0 | 1.0 | -2.5 | 9 | -4 | -3 | 19 | -3 | -4 | -2 | 1
C[C@@H]1NC(=O)c2cc([N+](=O)[O-])cc(I)c2NCC[C@@H](C(N)=O)NC(=O)[C@H](CC(N)=O)NC1=O | -10 | 0.4 | -0.2 | -3 | 2 | -3 | -6 | -1 | 6 | -1 | /
CCc1ccc(/C=N/NC(=O)c2nnn(-c3nonc3N)c2CN2CCOCC2)cc1 | -2 | 0.7 | 0.5 | -19 | -6 | 0 | -40 | -9 | 4 | -11 | -3
COc1cccc(CNS(=O)(=O)c2cc(Br)cc3c2N(C(C)=O)C(C)C3)c1 (centres undefined) | 8 | -0.2 | 1.9 | -6 | -6 | 2 | 1 | -3 | -5 | -18 | -1
C#CCOCCOCCOCCNc1nc(N2CCN(C(=O)C([C@@H](C)O)n3cc([C@@H](N)CCCCN)nn3)CC2)nc(N2CCN(C(=O)[C@H](CCCN=C(N)N)n3cc(C(N)[C@@H](C)CC)nn3)CC2)n1 (some centres undefined) | 2 | 3.4 | -7.5 | -12 | -5 | 0 | 17 | 16 | ? | 2 | /
COc1ccccc1NCCC(=O)OCC(=O)NC1CC1 | -1 | -5.5 | 0.9 | -5 | -9 | 2 | 23 | -1 | -1 | -13 | 0
COc1cc(/C=C/C(=O)Nc2ccc(C)cc2)cc(OC)c1OC | -1 | 0.2 | -0.6 | -3 | -2 | -12 | 16 | 1 | 27 | -2 | -1
COc1ccc(N(CC(=O)NCCc2ccc(C)cc2)S(=O)(=O)c2c(C)noc2C)cc1 | -4 | -0.5 | -0.4 | 18 | -2 | -3 | -8 | -7 | -4 | -9 | -3
COc1ccc2nc(NC(=O)CCNC(=O)c3ccccc3Cl)sc2c1 | 1 | -1.5 | 0.5 | 13 | -4 | -13 | -25 | -6 | 1 | -17 | -3
CCN(CC)C(=O)COc1ccc2c3c(c(=O)oc2c1)CCCC3 | -1 | -0.9 | -2.4 | -12 | 0 | -8 | -13 | -13 | -1 | -6 | 0
CCc1cc(-c2n[nH]c(C)c2-c2nc3ccccc3n2C)c(O)c(CN2CCN(C)CC2)c1O | -3 | 0.5 | 0.5 | -29 | -2 | -2 | 4 | -17 | 10 | -4 | 13
Cc1ccc2c(c1)c1c(n2CC(O)CN2CCC(C)CC2)CCCC1 (centres undefined) | 4 | -0.4 | 1.5 | 3 | -1 | -19 | 9 | -13 | 2 | -5 | 9
CC(C)NC(=O)CN1CCN(Cc2nc(-c3cccs3)no2)CC1 | 1 | 0.7 | -0.4 | -21 | 2 | -8 | / | -10 | -9 | -9 | -1
CC(C)NC(=O)COc1ccc(S(=O)(=O)N2CCCC2)cc1 | -2 | -0.5 | -2.2 | -14 | 3 | 2 | 1 | 3 | -4 | -10 | -1
c1ccc2c(-c3c[nH]c4ccccc34)c3ccccc3nc2c1 | 0 | -0.6 | 0.8 | 34 | -3 | -5 | -8 | 5 | 8 | -5 | -4
Cc1ccc(S(=O)(=O)[N-]c2nc3ccccc3nc2-[n+]2cc(C)cc(C)c2)cc1 | -1 | 0.9 | 2.7 | -12 | -1 | -1 | -1 | 0 | 6 | -4 | -1
COc1ccc(CCC(=O)N2CCCc3ccccc32)cc1 | 0 | -2.1 | 0.7 | -2 | -4 | -6 | -21 | -5 | 1 | -12 | 3
COc1ccc(CCC(=O)NCCc2nc3ccccc3[nH]2)cc1 | -4 | -1.7 | -0.8 | / | -1 | -1 | / | -4 | -5 | 9 | -3
CCc1cc(C(=O)NNC(=O)c2csc(N3CCOCC3)n2)sc1C | 6 | 0.0 | 0.1 | / | -3 | -8 | / | -10 | 2 | -12 | -1
Cc1cccc(NC(=O)CSc2nnc(CNC(=O)c3ccc(S(=O)(=O)N(C)C)cc3)n2-c2cccc(C)c2)c1 | -7 | 1.4 | -0.4 | 253 | -5 | 2 | -50 | -4 | -2 | -1 | 0
Cc1ccc(S(=O)(=O)NCC(=O)NCc2cc(=O)n(C)c(=O)n2C)cc1 | 6 | -5.3 | -0.6 | 12 | -5 | -6 | -7 | -1 | 0 | -27 | -8
CC(C)C(NC(=O)c1ccc(F)cc1)C(=O)N1CCOCC1 (centres undefined) | 6 | -0.3 | 0.7 | -5 | 0 | -10 | 9 | -5 | -2 | -3 | 1
CCOC(=O)C1=C(CC)Nc2ccccc2N/C1=N\S(=O)(=O)c1ccc2ccccc2c1 | 6 | 0.0 | -1.9 | 2 | -7 | -1 | -8 | -9 | 2 | -13 | 0
Cc1ccc(-c2nonc2NC(=O)c2ccco2)cc1 | -3 | 0.3 | -0.1 | 8 | -3 | -10 | -45 | -14 | -1 | -11 | -1
CC12CCC(C/C1=N/NC(=O)COc1ccccc1Cl)C2(C)C (centres undefined) | 2 | -0.2 | 3.4 | -23 | 3 | 3 | -7 | 5 | -4 | -11 | -3
CC(C)N(Cc1nc(-c2ccc3c(c2)OCO3)no1)Cc1nccn1C | -6 | -0.6 | -2.8 | 16 | -4 | 9 | 3 | -6 | -2 | -1 | 0
